# TcdB GH inh: inhibitors of Clostridioides difficile toxin B glycohydrolase; P18177; TcdB glycohydrolase enzymatic assay, plate reader; inhibition, % at 9.99 µM; hit rate 0.24% among 350,000; AID 652162; in the data active means inhibition above about 10%
# * hit, by the source's call.
SMILES	TcdB GH inh
COc1ccccc1C#Cc1cnc2c(c1)C(=O)N([C@H](C)CO)C[C@@H](C)[C@@H](CN(C)C)O2	0.9
O=C(NCC[C@@H]1CC[C@H](NS(=O)(=O)c2ccccc2)[C@H](CO)O1)c1cc(Cl)cc(Cl)c1	-1.3
COC(=O)[C@@H]1[C@@H](CO)[C@@H]2Cn3c(ccc(-c4ccccc4F)c3=O)[C@H]1N2Cc1ccccc1	0.8
O=C(C1CCCC1)N1CC2(C1)[C@@H](c1ccccc1)[C@H](CO)N2Cc1ccccc1F	-3.3
C/C=C/c1ccc([C@H]2[C@H](CO)N3C(=O)CN(S(=O)(=O)c4ccccc4)C[C@@H]23)cc1	-0.5
COc1ccc(NC(=O)Nc2ccc3c(c2)C(=O)N([C@H](C)CO)C[C@@H](C)[C@H](CN(C)S(=O)(=O)c2ccc(C)cc2)OCCCC[C@H](C)O3)cc1	-1.6
C[C@@H]1CCCCO[C@H](CN(C)C(=O)Nc2ccc(C(F)(F)F)cc2)[C@H](C)CN([C@@H](C)CO)C(=O)c2cc(NS(=O)(=O)c3cccs3)ccc2O1	0.5
CCCC(=O)Nc1ccc2c(c1)OC[C@@H](C)N(Cc1ccccc1C(=O)O)C[C@@H](C)[C@H](OC)CN(C)C2=O	-0.2
C[C@H]1CN([C@@H](C)CO)C(=O)c2cc(NC(=O)Nc3ccc4c(c3)OCO4)ccc2O[C@@H]1CN(C)Cc1ccc(Cl)c(Cl)c1	-0.4
C[C@@H]1CN([C@@H](C)CO)C(=O)c2cc(-c3ccc(C(=O)N(C)C)cc3)cnc2O[C@@H]1CN(C)C(=O)c1ccncc1	-0.1
CCCC#Cc1ccc([C@H]2[C@@H](CO)N3C(=O)CN(C(=O)c4ccc(F)cc4)C[C@@H]23)cc1	1.0
C[C@@H]1CCCCO[C@H](CN(C)C(=O)CCCN(C)C)[C@H](C)CN([C@@H](C)CO)C(=O)c2cc(NS(=O)(=O)c3ccc(Cl)cc3)ccc2O1	-0.8
CN(C)CCCNC(=O)C[C@H]1CC[C@H](NC(=O)Cc2cccnc2)[C@@H](CO)O1	-0.1
CO[C@H]1CN(C)C(=O)c2cc(NC(=O)C3CCC3)ccc2OC[C@H](C)N(Cc2ccncc2)C[C@@H]1C	-0.5
CN(C)C(=O)C[C@H]1CC[C@@H]2[C@@H](COc3ccc(NC(=O)C4CCCCC4)cc3C(=O)N2C)O1	2.0
O=C(Cc1ccncc1)Nc1ccc2c(c1)[C@H]1C[C@@H](CC(=O)NC3CCCCC3)O[C@H](CO)[C@H]1O2	-0.2
CCCN(C)C[C@@H]1Oc2cc(C#Cc3cccc(F)c3)ccc2S(=O)(=O)N([C@@H](C)CO)C[C@@H]1C	0.9
C[C@@H]1CN([C@H](C)CO)C(=O)c2cc(NC(=O)Nc3ccc(C(F)(F)F)cc3)ccc2O[C@@H]1CN(C)Cc1ccc(C(F)(F)F)cc1	0.0
CO[C@H]1CN(C)C(=O)c2cc(NC(=O)c3ccccc3)ccc2OC[C@@H](C)N(C(C)=O)C[C@@H]1C	-7.0
C[C@H](CO)N1C[C@H](C)[C@@H](CN(C)S(=O)(=O)c2ccccc2F)Oc2ncc(C#Cc3ccccc3F)cc2C1=O	-0.2
O=C(C[C@H]1C=C[C@@H](NS(=O)(=O)c2cccc(F)c2)[C@H](CO)O1)N1CCCCC1	-0.9
C/C=C/c1cnc2c(c1)C(=O)N([C@@H](C)CO)C[C@@H](C)[C@@H](CN(C)C(=O)Nc1ccc(OC)cc1)O2	2.2
C[C@H](CO)N1C[C@H](C)[C@@H](CN(C)C(=O)Cc2ccccn2)Oc2cc(C#C[C@@H](C)O)ccc2S1(=O)=O	-0.6
CCCNC(=O)N(C)C[C@H]1Oc2ncc(C#C[C@H](C)O)cc2C(=O)N([C@@H](C)CO)C[C@@H]1C	1.8
CCO[C@@H]1OC(C(=O)N2CCCCCCC2)=C[C@H](C2CC2)[C@H]1CCCO	-1.3
C/C=C/c1ccc([C@H]2[C@H](CO)N3C(=O)CN(Cc4ccc(C)cc4)C[C@@H]23)cc1	0.4
C[C@@H]1CN([C@@H](C)CO)C(=O)Cc2cc(NC(=O)C3CCCCC3)ccc2O[C@H]1CN(C)S(=O)(=O)c1cn(C)cn1	0.6
COc1ccccc1C#Cc1ccc([C@H]2[C@@H](C#N)N(C(=O)C3CC3)[C@H]2CO)cc1	1.5
Cc1noc(C)c1S(=O)(=O)N(C)C[C@H]1Oc2ccc(NC(=O)C3CCCCC3)cc2CC(=O)N([C@@H](C)CO)C[C@H]1C	3.5
CO[C@H](CN(C)S(=O)(=O)c1ccc(C)cc1)[C@H](C)CN([C@H](C)CO)S(=O)(=O)c1cccc(Cl)c1	-0.3

# Given with each value named: entries from further up.
CO[C@H]1CN(C)C(=O)c2cc(NC(=O)c3ccccc3)ccc2OC[C@@H](C)N(C(C)=O)C[C@@H]1C
  TcdB GH inh = -7.0
O=C(NCC[C@@H]1CC[C@H](NS(=O)(=O)c2ccccc2)[C@H](CO)O1)c1cc(Cl)cc(Cl)c1
  TcdB GH inh = -1.3

# Shown field by field: entries from further up
> C[C@H](CO)N1C[C@H](C)[C@@H](CN(C)C(=O)Cc2ccccn2)Oc2cc(C#C[C@@H](C)O)ccc2S1(=O)=O
  TcdB GH inh: -0.6
> CCCNC(=O)N(C)C[C@H]1Oc2ncc(C#C[C@H](C)O)cc2C(=O)N([C@@H](C)CO)C[C@@H]1C
  TcdB GH inh: 1.8
> CCO[C@@H]1OC(C(=O)N2CCCCCCC2)=C[C@H](C2CC2)[C@H]1CCCO
  TcdB GH inh: -1.3
> C/C=C/c1ccc([C@H]2[C@H](CO)N3C(=O)CN(Cc4ccc(C)cc4)C[C@@H]23)cc1
  TcdB GH inh: 0.4

# The results go on:
SMILES	TcdB GH inh
COc1ccc(NC(=O)Nc2cccc3c2O[C@H](CN(C)S(=O)(=O)c2ccc(OC)cc2)[C@H](C)CN([C@H](C)CO)C3=O)cc1	0.8
CN1C(=O)c2cc(NC(=O)c3cnccn3)ccc2OC[C@H]2O[C@H](CC(=O)N[C@H]3CCN(Cc4ccccc4)C3)CC[C@@H]21	-6.2
CCC(=O)Nc1ccc2c(c1)C(=O)N(C)[C@H]1CC[C@H](CC(=O)NC3Cc4ccccc4C3)O[C@@H]1CO2	-0.9
CC(=O)N(C)C[C@H]1[C@H](c2ccc(-c3ccccc3F)cc2)[C@H](CO)N1C(C)=O	-2.1
COc1ccccc1C(=O)Nc1ccc2c(c1)C(=O)N(C)[C@H]1CC[C@H](CC(=O)NCCc3ccncc3)O[C@H]1CO2	1.2
C[C@H](O)C#Cc1ccc2c(c1)O[C@@H](CN(C)C(=O)CC1CC1)[C@@H](C)CN([C@@H](C)CO)S2(=O)=O	0.5
C[C@H]1CN([C@@H](C)CO)C(=O)CCCn2cc(nn2)CO[C@H]1CN(C)S(=O)(=O)c1ccccc1	0.6
COc1cccc(S(=O)(=O)Nc2ccc3c(c2)C(=O)N(C)[C@H]2CC[C@H](CC(=O)NCC4CCCCC4)O[C@@H]2CO3)c1	-0.1
Cc1ccc(S(=O)(=O)N(C)C[C@H]2Oc3ccc(NS(C)(=O)=O)cc3C(=O)N([C@@H](C)CO)C[C@@H]2C)cc1	-0.5
C[C@@H]1CN([C@H](C)CO)C(=O)c2cc(NC(=O)C3CCCCC3)ccc2O[C@@H]1CN(C)C(=O)Nc1ccc(C(F)(F)F)cc1	0.2
Cc1noc(C)c1NC(=O)N(C)C[C@H]1Oc2ccc(NC(=O)Nc3cccc4ccccc34)cc2C(=O)N([C@H](C)CO)C[C@@H]1C	-0.1
CC(=O)N1C[C@@H]2[C@H](c3ccccc31)[C@H](CO)N2C(=O)Nc1ccc(F)cc1	-0.6
COC(=O)C[C@H]1CC[C@@H]2[C@@H](COc3ccc(NC(=O)Nc4cccc(Cl)c4)cc3C(=O)N2C)O1	1.6
O=C(NCC[C@@H]1CC[C@@H](NC(=O)c2cnccn2)[C@H](CO)O1)Nc1ccc(Cl)cc1	-1.4
CCC(=O)N(C)C[C@H]1Oc2cc(-c3ccccc3)ccc2S(=O)(=O)N([C@@H](C)CO)C[C@H]1C	-0.8
C[C@@H]1CN([C@@H](C)CO)C(=O)c2cc(NC(=O)Nc3ccc(F)cc3)ccc2O[C@H]1CN(C)Cc1ccc(Oc2ccccc2)cc1	-2.0
Cc1cccc(S(=O)(=O)N2C[C@H]3[C@@H](c4ccccc42)[C@H](CO)N3Cc2ccccn2)c1	0.4
C[C@H](CO)N1C[C@H](C)[C@H](CN(C)C(=O)Cc2ccccc2)OCCCC[C@H](C)Oc2ccc(N(C)C)cc2C1=O	-3.4
C[C@@H]1CCCCO[C@@H](CN(C)Cc2ccc3c(c2)OCO3)[C@H](C)CN([C@H](C)CO)C(=O)c2cc(NS(=O)(=O)c3ccccc3)ccc2O1	0.0
C[C@H]1CN([C@@H](C)CO)C(=O)c2cc(NC(=O)Cn3cnnn3)ccc2O[C@H]1CN(C)Cc1ccc(-c2ccccc2)cc1	-1.7
C[C@@H]1CN([C@@H](C)CO)C(=O)Cc2cc(NC(=O)CCC(F)(F)F)ccc2O[C@@H]1CN(C)C(=O)Nc1ccccc1	1.9
C[C@@H]1CN([C@@H](C)CO)C(=O)c2cc(-c3ccccc3)cnc2O[C@H]1CN(C)C(=O)c1cccnc1	0.9
C[C@H]1CN([C@@H](C)CO)C(=O)c2cccc(NC(=O)c3cnccn3)c2O[C@H]1CN(C)S(=O)(=O)c1ccc(F)cc1	0.6
O=C(C[C@H]1CC[C@H]2[C@@H](COC[C@@H](O)CN2C(=O)c2ccccc2F)O1)N1CCOCC1	2.1
C[C@@H]1CN([C@H](C)CO)C(=O)c2cccc(NS(=O)(=O)c3cn(C)cn3)c2O[C@H]1CN(C)Cc1ccc(Cl)c(Cl)c1	0.3
O=C(CC1CC1)N[C@H]1CC[C@H](CCNS(=O)(=O)c2ccc(Cl)cc2)O[C@@H]1CO	0.1
CC(C)NC(=O)Nc1ccc2c(c1)CC(=O)N([C@H](C)CO)C[C@H](C)[C@@H](CN(C)CC1CCCCC1)O2	0.2
COc1ccc(S(=O)(=O)Nc2ccc3c(c2)CC(=O)N([C@H](C)CO)C[C@H](C)[C@@H](CN(C)C(=O)NC2CCCCC2)O3)cc1	0.3
OC[C@@H]1[C@H](c2ccc(C#Cc3ccccc3)cc2)[C@@H]2CN(CC3CCOCC3)CCCCN12	0.2
C[C@H]1CN([C@@H](C)CO)C(=O)c2cc(C3=CCCC3)cnc2O[C@H]1CN(C)Cc1cccc(F)c1	0.2
COc1ccc(S(=O)(=O)N(C)C[C@H]2Oc3c(NC(=O)Nc4ccc(F)cc4)cccc3C(=O)N([C@H](C)CO)C[C@@H]2C)cc1	0.7
CCC(=O)N1CC2(C1)[C@@H](c1ccccc1)[C@@H](CO)N2S(=O)(=O)Cc1ccccc1	-1.1
C[C@@H]1CN([C@H](C)CO)S(=O)(=O)c2ccc(-c3cccnc3)cc2O[C@@H]1CN(C)C	0.6
C[C@H]1CN([C@@H](C)CO)C(=O)c2cccc(NS(=O)(=O)c3ccccc3)c2O[C@@H]1CN(C)S(=O)(=O)c1cccs1	0.6
COc1ccc(S(=O)(=O)Nc2ccc3c(c2)C(=O)N([C@H](C)CO)C[C@H](C)[C@@H](CN(C)CC2CC2)O3)cc1	0.0
C[C@@H]1CCCCO[C@@H](CN(C)C(=O)c2ccncc2)[C@H](C)CN([C@H](C)CO)C(=O)c2cc(NS(=O)(=O)c3cccs3)ccc2O1	1.3
CO[C@H]1CN(C)C(=O)c2ccc(NC(=O)c3ccccc3)cc2OC[C@@H](C)N(C(C)=O)C[C@H]1C	-4.7
COCCNC(=O)c1cc2c(c(-c3cccc(-c4cccc(OC)c4)c3)n1)[C@@H](CCO)N(S(=O)C(C)(C)C)C2 (stereo partly specified)	-0.1
C[C@@H]1CN([C@@H](C)CO)C(=O)Cc2cc(NC(=O)Nc3ccc4c(c3)OCO4)ccc2O[C@H]1CN(C)CC1CC1	0.0
C[C@@H]1CN([C@@H](C)CO)S(=O)(=O)c2ccc(C#CCN(C)C)cc2O[C@H]1CN(C)S(=O)(=O)c1cccc(F)c1	-11
CCC(=O)N1[C@H](CO)[C@H](c2ccc(-c3cccnc3)cc2)[C@H]1CN(CC)C(C)=O	-0.4
O=C(C[C@@H]1C=C[C@@H](NC(=O)NC2CCCCC2)[C@@H](CO)O1)NCc1ccc(F)cc1	-1.6
C[C@@H]1CN([C@@H](C)CO)C(=O)c2cccc(NC(=O)C3CCOCC3)c2O[C@H]1CN(C)S(C)(=O)=O	0.3
C[C@@H]1CCCCO[C@@H](CN(C)S(=O)(=O)c2cccs2)[C@H](C)CN([C@H](C)CO)C(=O)c2cc(NS(C)(=O)=O)ccc2O1	0.4
CCC(=O)N(C)C[C@@H]1Oc2cc(C#CC3CCCC3)ccc2S(=O)(=O)N([C@H](C)CO)C[C@@H]1C	0.4
COc1cccc(C#Cc2ccc3c(c2)O[C@@H](CN(C)C(=O)c2ccccn2)[C@@H](C)CN([C@@H](C)CO)S3(=O)=O)c1	-0.9
COc1ccc(NC(=O)N(C)C[C@@H]2OCCCC[C@@H](C)Oc3ccc(NC(=O)Nc4ccc(F)cc4)cc3C(=O)N([C@@H](C)CO)C[C@@H]2C)cc1	0.1
C[C@H](CO)N1C[C@H](C)[C@@H](CN(C)CC2CCCCC2)OCCCC[C@H](C)Oc2ccc(NC(=O)c3ccncc3)cc2C1=O	-0.5
COc1ccccc1CNC(=O)C[C@@H]1C=C[C@H](NC(=O)CC2CC2)[C@@H](CO)O1	0.3
O=C(c1ccccc1F)N1CC(=O)N2[C@H](CO)[C@@H](c3ccc(C#Cc4ccc(F)cc4)cc3)[C@@H]2C1	0.6

# Assay outcomes: PubChem BioAssay, Broad Institute

# Only part of the results is shown. The share of hits here may be higher or lower than overall.
